Screens (PubChem)
DDE Tn7 FP inh – DD(E)-Tn7 binding inhibition, primary FP screen; P02675; FP displacement of FITC-Tn7 peptide from fibrin DD(E); 0% = median of compound wells per plate; inhibition, % at 8.3 µM; hit rate 0.13% among 370,000;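 active = inhibition above the mean of compounds falling within the control limits plus 3 SD of them, cut at about 14% in these data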;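 also: 0% = plate median of compound wells and 100% = 10 µM Aha-Tn7 peptide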
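assay system = human clot-derived fibrin DD(E) complex | quantity = Fibrin-DD(E) at 2 µM final | timing = 10 min preincubation, 3 h with tracer, room temperature | signal = fluorescence polarization | measure = percent inhibition | benchmarks = high control wells with 10 µM unlabelled Aha-Tn7 peptide (full inhibition) | replicates = singlicate testing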
ASAP1 GAP inh – ASAP1 ArfGAP inhibition; ASAP1-stimulated ARF1 GTP hydrolysis, GDP FP detection; inhibition, % at 16.5 µM; hit rate 0.19% among 360,000; in the data active = inhibition above about 25%;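 also: 0% = vehicle with enzyme and substrate and 100% = no enzyme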
ADAM10 inh – inhibits human ADAM10; O14672; recombinant ADAM10, EDANS/DABCYL FRET peptide cleavage, 3 h; inhibition, % at 7 µM; hit rate 0.62% among 370,000; AID 720582;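 active = inhibition above a per-campaign cutoff equal to the mean of compounds falling between control-based bounds plus 3 SD, cut at about 20% in these data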;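 also: 0% = DMSO wells while the 100% control is not disclosed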
ARFGAP1 inh – inhibitors of rat ARFGAP1; Q62848; Arfgap1-stimulated ARF1 GTP hydrolysis, GDP FP detection; inhibition, % at 16.5 µM; hit rate 0.26% among 360,000;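 active = inhibition above a per-plate limit, mean inhibition of low control wells plus 3 SD, cut at about 25% in these data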;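 also: 0% = DMSO wells with enzyme and 100% = wells lacking Arfgap1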
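Material – truncated rat Arfgap1 GAP domain · Buffer or medium – HEPES-based buffer, pH 7.5 · Reagent – human ARF1(Δ1-17)-GTP substrate · Dosing – 16.5 µM single point, 1.26% DMSO · Schedule – GTP hydrolysis reaction 2 h at 25 °C · Technique – GDP detection by fluorescence polarization · Benchmarks – No-Arfgap1 wells (100%) versus DMSO full-reaction wells (0%) · Repeats – single replicate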
TDP2 inh – TDP2 (human) inhibition, absorbance primary screen. O95551. recombinant TDP2, T5PNP hydrolysis, p-nitrophenol absorbance 415 nm. inhibition, % at 12.8 µM. hit rate 0.34% among 370,000. AID 720702;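 active = inhibition above the mean of all tested compounds plus 3 SD, set per campaign, cut at about 25% in these data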;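 also: 0% = DMSO with enzyme and 100% = buffer with substrate but no TDP2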
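System: recombinant human TDP2 / Amount: 120 nM TDP2 per well / Also added: 5 mM T5PNP chromogenic substrate / Doses: 12.8 µM single point, 1% DMSO / Incubation: 2 h at 37 °C / Detection: p-Nitrophenol epi absorbance / Evaluation: % inhibition relative to enzyme-containing and enzyme-free wells / Repeats: singlicate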
Tn6 DDE FP – disrupts Tn6 cyclic peptide binding to fibrin D-Dimer-E complex | P02675 | Fibrin DD(E) TRITC-Tn6 fluorescence polarization displacement | hit rate 0.21% among 370,000 | inhibition, % at 8.3 µM;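 active = inhibition above a per-campaign cutoff: mean of compounds within control limits plus 3 SD, cut at about 15% in these data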;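 also: 0% = median of all compound wells on the plate and 100% = blocking peptide control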
SIAE inh – inhibitors of human sialic acid acetylesterase SIAE | Q9HAT2 | SIAE FP-Rh probe binding, fluorescence polarization | inhibition, % at 9.66 µM | hit rate 0.69% among 370,000;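 active = inhibition above a cutoff: mean of compounds within the control limits plus 3 SD of those, cut at about 17% in these data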;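 also: 0% = plate median of compound wells and 100% = probe without SIAE protein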
PLC-beta3 inh – PLC-beta3 (human) inhibition, primary screen | inhibition, % at 12.2 µM | Q01970 | hit rate 0.18% among 370,000 | Purified PLC-beta3, fluorogenic substrate, fluorescence; in the data active = inhibition above about 11%;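 also: 0% = median of compound wells on plate and 100% = full blocker control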
ADAM17 inh – inhibits human ADAM17. P78536. recombinant ADAM17, EDANS/DABCYL FRET peptide cleavage. inhibition, % at 6.95 µM. hit rate 0.83% among 370,000. AID 720648;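 active = inhibition above the mean of compounds lying between control limits plus 3 SD, set per campaign, cut at about 8.5% in these data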;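 also: 0% = DMSO-only wells as the low control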
PLC-gamma1 inh – inhibitors of human phospholipase C gamma1 | purified PLC-gamma1, fluorogenic substrate, fluorescence | inhibition, % at 12.2 µM | hit rate 0.84% among 370,000 | AID 720700; in the data active = inhibition above about 9.5%
Target sequence (P19174 whole entry, looked up): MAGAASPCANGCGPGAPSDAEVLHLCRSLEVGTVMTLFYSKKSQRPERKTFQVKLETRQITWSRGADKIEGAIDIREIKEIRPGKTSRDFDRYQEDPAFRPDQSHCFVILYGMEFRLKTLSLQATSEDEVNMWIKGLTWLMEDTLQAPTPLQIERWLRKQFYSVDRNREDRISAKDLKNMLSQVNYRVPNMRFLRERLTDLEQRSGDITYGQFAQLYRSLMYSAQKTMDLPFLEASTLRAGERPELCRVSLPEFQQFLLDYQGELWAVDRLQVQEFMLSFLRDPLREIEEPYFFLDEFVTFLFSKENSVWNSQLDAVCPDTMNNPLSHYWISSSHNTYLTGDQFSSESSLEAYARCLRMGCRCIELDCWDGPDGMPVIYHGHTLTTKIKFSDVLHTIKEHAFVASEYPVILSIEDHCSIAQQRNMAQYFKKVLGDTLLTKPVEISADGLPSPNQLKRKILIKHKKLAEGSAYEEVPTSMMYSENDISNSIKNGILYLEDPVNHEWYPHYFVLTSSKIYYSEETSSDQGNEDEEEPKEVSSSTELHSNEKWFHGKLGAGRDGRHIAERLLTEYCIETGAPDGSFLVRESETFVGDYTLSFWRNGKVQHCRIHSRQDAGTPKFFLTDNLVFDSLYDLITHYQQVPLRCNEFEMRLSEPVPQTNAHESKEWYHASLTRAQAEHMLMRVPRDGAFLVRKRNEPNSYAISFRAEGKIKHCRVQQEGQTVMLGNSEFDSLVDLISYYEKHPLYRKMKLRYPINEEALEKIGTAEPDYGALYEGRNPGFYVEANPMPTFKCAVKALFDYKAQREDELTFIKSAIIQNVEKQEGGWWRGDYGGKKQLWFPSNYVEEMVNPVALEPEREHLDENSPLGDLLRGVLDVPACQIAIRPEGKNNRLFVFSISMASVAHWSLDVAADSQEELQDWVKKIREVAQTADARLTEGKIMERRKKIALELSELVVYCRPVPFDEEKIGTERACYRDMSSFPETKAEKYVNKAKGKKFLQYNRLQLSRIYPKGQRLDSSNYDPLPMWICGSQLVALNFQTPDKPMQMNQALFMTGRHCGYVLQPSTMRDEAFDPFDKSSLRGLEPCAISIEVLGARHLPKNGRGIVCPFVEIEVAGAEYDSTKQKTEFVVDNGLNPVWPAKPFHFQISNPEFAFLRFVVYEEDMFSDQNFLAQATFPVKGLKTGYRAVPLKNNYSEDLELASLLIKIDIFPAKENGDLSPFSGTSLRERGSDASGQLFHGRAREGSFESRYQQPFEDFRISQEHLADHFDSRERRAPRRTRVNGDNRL
Active calls of the source: *; i = inactive; . = no result given.

SMILES | DDE Tn7 FP inh | ASAP1 GAP inh | ADAM10 inh | ARFGAP1 inh | TDP2 inh | Tn6 DDE FP | SIAE inh | PLC-beta3 inh | ADAM17 inh | PLC-gamma1 inh
COc1cccc(CN2C(=O)Nc3ccccc3C(=O)N2C(C)(C)C)c1 | -1 | 1 | 8 | 2 | -18 | 0 | -4 | 2 | 2 | 4
O=C(c1ccc2ccccc2c1)C1CCCN(C(=O)c2cnccn2)C1 (stereo not drawn) | 7 | 17 | -50 | 4 | 4 | 11 | -6 | -22 | -21 | -10
C=CCOc1ccc(CNn2nnnc2N)cc1 | 5 | 8 | 3 | 17 | -4 | -3 | 1 | -5 | -5 | 1
CCOC(=O)c1c(/N=C/N(C)C)sc(/C=N/Nc2ccccc2)c1-c1ccc(Cl)cc1 | 2 | 1 | -12 | 5 | -2 | 1 | 9 | -9 | -7 | -13
Cc1ccc(C(C(=O)NC2CCCC2)N(Cc2ccc3c(c2)OCO3)C(=O)Cc2cccs2)cc1 (stereo not drawn) | -4 | 5 | -11 | 1 | -5 | -3 | -6 | 0 | -2 | 4
Cc1ccc(-c2nn3c(C)nnc3s2)cc1NC(=O)c1ccc(Br)o1 | -4 | 3 | -9 | 0 | 9 | 0 | 8 | -3 | -3 | -2
O=C1C2C3c4ccccc4C(Br)(c4ccccc43)C2C(=O)N1c1ccccc1O (stereo not drawn) | -4 | -6 | 0 | -6 | 6 | 0 | 5 | 4 | 0 | 0
O=C(O)C1CCC(CNCc2ccccc2Cl)CC1 (stereo not drawn) | -5 | 12 | 5 | 6 | 0 | -2 | -4 | 2 | 0 | 1
COc1cc(/C=C2\SC(=S)N(c3cccnc3)C2=O)ccc1O | 3 | 4 | 7 | -25 | -5 | 14 | -27 | -16 | 4 | -3
C[C@H](NC(=O)c1ncn2c1C(=O)N[C@@H](C)C2)C(=O)OC(C)(C)C | -4 | 13 | -8 | 9 | 3 | -2 | 11 | 1 | -4 | 1
O=C(c1noc2c1CCCC2)N1CCc2c([nH]c3ccccc23)C1c1ccccn1 (stereo not drawn) | -3 | 4 | 8 | -2 | -5 | 1 | 2 | -4 | 2 | -3
COC(=O)c1c(NC(=O)/C=C/c2ccc3c(c2)OCO3)sc(C)c1C | 0 | -3 | -5 | -6 | -1 | 1 | 13 | -10 | -3 | -10
CCCN(CC(=O)Nc1ccccc1OC)C(=O)c1ccc(S(=O)(=O)Nc2ccccc2OC)cc1 | 1 | -3 | 4 | -9 | 2 | -6 | 3 | -3 | 2 | -4
Nc1ccc(S(=O)C(F)(F)F)cc1 (stereo not drawn) | 0 | -7 | -3 | 1 | 3 | -8 | 4 | 0 | -2 | 0
CC(Sc1ccc([N+](=O)[O-])cn1)C(=O)Nc1nccs1 (stereo not drawn) | 10 | 6 | 7 | 13 | 2 | 4 | 0 | -4 | 2 | 1
C/C(=N\O)C(C)NC(=O)c1ccccc1 (stereo not drawn) | 8 | 6 | 6 | 2 | -10 | -1 | -14 | 0 | -4 | 1
CCN1CCN(CCC(=O)Nc2cc(C)ccc2C)CC1 | -9 | 10 | 4 | 3 | -5 | 4 | -2 | -2 | 0 | -2
C=CCOC(=O)c1sc(NC(=O)c2ccc(OC)cc2)nc1C | -5 | -14 | -8 | 1 | 3 | 4 | -7 | -9 | -4 | -2
O=C(O)c1ccccc1NCc1ccsc1 | 4 | 6 | -225 | -3 | -2 | 9 | -3 | -109 | -89 | -80
O=C(NC(=S)Nc1ccccc1Cl)C1CC1 | 2 | 10 | -2 | 7 | 1 | -6 | -4 | -9 | -3 | -1

Quoted at random: two records from the list, in no set order.
SMILES | DDE Tn7 FP inh | ASAP1 GAP inh | ADAM10 inh | ARFGAP1 inh | TDP2 inh | Tn6 DDE FP | SIAE inh | PLC-beta3 inh | ADAM17 inh | PLC-gamma1 inh
CCN1CCN(CCC(=O)Nc2cc(C)ccc2C)CC1 | -9 | 10 | 4 | 3 | -5 | 4 | -2 | -2 | 0 | -2
O=C(O)c1ccccc1NCc1ccsc1 | 4 | 6 | -225 | -3 | -2 | 9 | -3 | -109 | -89 | -80

The listing continues.
SMILES | DDE Tn7 FP inh | ASAP1 GAP inh | ADAM10 inh | ARFGAP1 inh | TDP2 inh | Tn6 DDE FP | SIAE inh | PLC-beta3 inh | ADAM17 inh | PLC-gamma1 inh
CN(CC(=O)Nc1ccc(F)c(F)c1F)C(=O)C1CCCCC1 | 0 | -2 | -21 | -4 | 1 | 1 | -1 | -4 | 2 | 8
COC(=O)[C@]12C[C@H](CC(=O)NCc3ccccc3)C(=O)N(Cc3ccc(Cl)cc3Cl)C1=C[C@H](C(C)C)O[C@@H]2C1CC1 | -9 | . | 9 | . | -10 | -13 | -1 | 3 | 0 | 2
COC(=O)[C@@H](Cc1ccc(O)cc1)NC(=O)[C@H]1CCC(=O)N1C(=O)OCc1ccccc1 | 3 | -7 | -7 | -9 | 3 | 5 | 0 | 4 | 1 | 1
N#CC1=C(N)Oc2n[nH]c(-c3ccc(F)cc3)c2C1c1cccc(OC(=O)N2CCOCC2)c1 (stereo not drawn) | 15* | -6 | 6 | -3 | 0 | 7 | -1 | -1 | -4 | 1
CCCn1nc(C(=O)NNC(=O)C2CSC3(C)CCC(=O)N23)c2ccccc2c1=O (stereo not drawn) | -5 | 3 | 8 | 18 | -9 | -4 | 0 | -8 | 1 | -3
CC(C)(C)C1CCC(OC(=O)C[N+]2(C)CCCCC2)CC1 (stereo not drawn) | 6 | -5 | 0 | 3 | 10 | 1 | 1 | -1 | -5 | 2
COCCCNc1nc2nonc2nc1N(C)CC1CCCN1C (stereo not drawn) | 4 | 1 | 5 | -8 | 9 | 1 | 1 | -8 | -6 | 1
Cc1ccccc1NC(=O)N1C2CCCC1CC(NC(=O)C1CC1)C2 (stereo not drawn) | 8 | -9 | 3 | 6 | 9 | 7 | 4 | 2 | -4 | -1
COc1ccc(CNC(=O)C2CC(c3ccccc3[N+](=O)[O-])=NO2)cc1 (stereo not drawn) | -7 | -6 | 3 | -4 | -9 | 1 | -4 | 3 | 2 | 4
CCCNS(=O)(=O)c1ccc(NC(=O)Cc2cccs2)cc1 | 0 | 1 | -6 | -1 | 2 | 0 | 2 | 0 | -5 | -1
COc1ccc(NS(=O)(=O)c2cc(N=Nc3c(O)[nH]c(=O)[nH]c3=O)ccc2Cl)cc1 | 5 | -11 | 1 | 5 | -14 | 3 | 0 | 1 | 2 | 1
C/C(=C\c1ccco1)C1C(C#N)=C(N)Oc2n[nH]c(-c3ccccc3)c21 (stereo not drawn) | -3 | 13 | -14 | 13 | 11 | 3 | 1 | -26 | -9 | -21
COc1ccc(Cl)cc1N1C(=O)[C@@H]2C(c3cccc(OC)c3OC)=NO[C@@H]2C1=O | -6 | -1 | 5 | 0 | -9 | 5 | -6 | -2 | -1 | -3
Nc1ncnc2c1ncn2[C@@H]1O[C@H](COP(=O)(O)O)[C@@H](O)[C@H]1O | 3 | -16 | -2 | 6 | 13 | 0 | -1 | -1 | -7 | 39*
O=C(CSc1n[nH]c(-c2ccc(Br)cc2)n1)NC1CCCC1 | 8 | -8 | -5 | 4 | 3 | -1 | -1 | -12 | -2 | -3
O=C(Nc1ccncc1)c1ccc(Cl)c(Cl)c1 | 2 | -9 | 3 | 5 | 2 | 0 | 2 | -4 | 2 | 1
CCCCNC(=O)C1CCN(S(=O)(=O)c2cnc[nH]2)CC1 | 2 | -8 | 6 | 7 | 5 | -3 | 5 | 4 | -2 | 0
Cc1cc(C(=O)CN2C(=O)C(=O)N(Cc3ccccc3)C2=O)c(C)n1CC1COc2ccccc2O1 (stereo not drawn) | -5 | 2 | 1 | 18 | 6 | -3 | -7 | -1 | -3 | -4
CCOCCCNC(=O)Cc1ccc(F)cc1 | -8 | -10 | -6 | 7 | 12 | 2 | 3 | 2 | -1 | 2
CCN1CCN(C(c2cccs2)C(C)NC(=O)C(C)C)CC1 (stereo not drawn) | -1 | 3 | -6 | -1 | -6 | -2 | 5 | 2 | 0 | 3
O=C(O)c1ccc(NS(=O)(=O)Cc2ccc(Cl)c(Cl)c2)cc1 | 9 | -10 | -4 | -4 | -2 | -4 | 0 | 1 | -4 | 1
COc1ccc(C(=O)c2coc(-c3ccccc3C(=O)O)c2C(=O)O)cc1 | 7 | 4 | -8 | 3 | -6 | -4 | 1 | -8 | -5 | 6
Cc1c(NS(=O)(=O)c2ccc(C(=O)NCc3ccc(F)cc3)cc2)c(=O)n(-c2ccccc2)n1C | 3 | -3 | -1 | -8 | 9 | 2 | 6 | -1 | -1 | 3
Cc1ccc(N2C(=O)Nc3cc(Cl)c(Cl)cc3N2O)cc1Cl | -4 | -8 | -1 | 0 | -2 | -2 | 5 | 2 | -2 | -3
O=C(c1ccco1)N1CCC(c2nc3c(nnn3Cc3ccc(F)cc3)c(=O)[nH]2)CC1 | -4 | 6 | -2 | 10 | 13 | -3 | 1 | -4 | -4 | 0
Cc1ccc(C)c(N2CCN(C(C(=O)NC3CCCC3)C(C)C)CC2)c1 (stereo not drawn) | -2 | -15 | -1 | -11 | 1 | 3 | 2 | -1 | 1 | 1
Clc1ccc(-c2nc(-c3cc4cc(Cl)ccc4o3)cs2)cc1 | -7 | 9 | 2 | -3 | -9 | 3 | 3 | -4 | 3 | 6
COC(=O)[C@@]12CCCCC3=C1N(CCC3)C(=O)[C@H]2CC(=O)NCc1cccs1 | -5 | . | -2 | . | -9 | 5 | -14 | 3 | -1 | 1
O=C(C[C@@H]1C/C=C\CCC(=O)OC[C@@H]2CCCN2C1=O)NCCO | 2 | 7 | -3 | 7 | 10 | -7 | -1 | 1 | -1 | 1
O=C(Nc1ccccc1C(=O)N1CCN(c2cccc(Cl)c2)CC1)C1=CSCCO1 | -1 | 5 | 11 | 10 | 7 | -5 | -5 | -4 | 0 | -1
COCCN1C=C(C(=O)OC)C(c2ccccc2C(F)(F)F)C(C(=O)OC)=C1 | -3 | 13 | i | 11 | 0 | -8 | -4 | i | i | i
Cc1nc2ccccc2nc1N/N=C/c1ccc(O)cc1O | -9 | 10 | -9 | 8 | 4 | -7 | 2 | -23 | -9 | -13
Cc1ccc(NC(=O)CSC2=NN3CCCC(=O)N=C3S2)cc1Cl | 2 | -9 | 8 | 1 | -6 | 2 | -8 | -4 | 1 | 0
COc1cc(NS(=O)(=O)c2ccc(NC(=O)COc3ccccc3Cl)cc2)nc(OC)n1 | -2 | 7 | 3 | -2 | -6 | -7 | -3 | 1 | 1 | 2
Cc1cccc(C)c1NC(=O)c1cc(S(=O)(=O)N2CCc3ccccc32)cn1C | -6 | 1 | -6 | -6 | -7 | -2 | -8 | 1 | -3 | 3
COc1cc(C(=O)O)cc(Br)c1OC1CCCC1 | 2 | 2 | 3 | 0 | 6 | 2 | -4 | -1 | -5 | -3
